# inhibitors of VEEV: inhibitors of VEEV TC-83 cytopathic effect, confirmation, Vero cells (AID 588727). inhibition, % at 20 µM, or IC50 in µM where a hit was titrated. 0.13% of 350,000 active. Vero cells, VEEV TC-83 cytopathic effect inhibition; higher % means a stronger effect; in the data active means a potency from the dose series; inconclusive means inhibition mostly from about 14% at the one dose, without a potency; inactive means the rest, 99 in 100 with inhibition below about 12%; further: strong numbers were not always called active
# PhoP GFP inhibition: PhoP regulon inhibitors, Salmonella typhi PhoP promoter GFP reporter, confirmatory (AID 1850); Salmonella Typhi PhoP-promoter GFP reporter, fluorescence, 4 h; higher % means a stronger effect; inhibition, % at 50 µM; hits with a dose series show IC50 in µM; 0.33% of 310,000 active; in the data active means a potency from the dose series; inconclusive means inhibition mostly from about 25% at the one dose, without a potency; inactive means the rest, 99 in 100 with inhibition below about 19%;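 further: 0% = induced wells with vehicle and 100% = uninduced wells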
# M. tuberculosis: growth inhibition of non-replicating M. tuberculosis (AID 488890) | one-dose inhibition, % at 25 µM; IC50 in µM for titrated hits | 0.39% of 320,000 active | Mycobacterium tuberculosis non-replicating, growth inhibition; higher % means a stronger effect; in the data active means a potency from the dose series; inconclusive means inhibition mostly from about 82% at the one dose, without a potency; inactive means the rest, 99 in 100 with inhibition below about 76%;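 further: plate controls were DMSO cells for no effect and high antibiotic wells for full effect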
# H37Rv inhibition: M. tuberculosis growth inhibition, HTS (AID 449762). M. tuberculosis H37Rv growth inhibition, 7H9 media; higher % means a stronger effect. inhibition, % at 25 µM, or IC50 in µM where a hit was titrated. 0.59% of 330,000 active; in the data active means a potency from the dose series; inconclusive means inhibition above about 70% without an active follow-up result;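 further: bacterial growth assessed after seven days of incubation; strong numbers were not always called active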
# H1N1 NS1A inhibition: NS1A inhibition, H1N1 influenza, cell based functional assay (AID 504329) | NS1A functional cell-based assay, percent inhibition; higher % means a stronger effect | inhibition, % at 12.5 µM, or IC50 in µM where a hit was titrated | 0.3% of 340,000 active; in the data active means a potency from the dose series; inconclusive means inhibition above about 27% without an active follow-up result; further: strong numbers were not always called active
# inhibitors of VEEV 10K pilot screen: further read-out of inhibitors of VEEV, marked with its call; inhibition, %; measured here: 10K pilot screen inhibition
# Numbers without * were called inactive; i = inactive; ? = inconclusive; · = not tested or not shown.
SMILES,inhibitors of VEEV,PhoP GFP inhibition,M. tuberculosis,H37Rv inhibition,H1N1 NS1A inhibition,others
O=C(Nc1cc(S(=O)(=O)N2CCCCCC2)ccc1OCC(F)(F)F)c1cnccn1,i,·,·,-9%,-6%,
Cc1ccc(S(=O)(=O)CCC(=O)OCc2cc(=O)oc3cc(C)ccc23)cc1,0.1%,·,5%,-6%,-4%,
COC(=O)c1ccccc1NC(=S)NC(=O)COc1ccc(C)cc1,1.0%,6%,39%,5%,2%,
CNC(=O)C1CCN(S(=O)(=O)c2c(C)noc2/C=C/c2ccc(OC)cc2)CC1,i,-3%,-3%,-9%,26%,inhibitors of VEEV 10K pilot screen=0.6
Cc1ccc(N(C(=O)CNC(=O)c2ccco2)C(C(=O)NC2CCCC2)c2cccnc2)c(C)c1 (stereo not drawn),i,6%,-21%,-6%,-4%,
COc1ccc(CNC(=O)C2CCN(S(=O)(=O)N3CCCCC3)CC2)c(OC)c1,0.5%,-9%,10%,-5%,5%,
CC1(C)C2CC=C(/C=N/NC(=S)Nc3cccnc3)C1C2 (stereo not drawn),i,4%,-21%,-3%,4%,
CCOC(=O)N1CCC(NC(=O)C(NS(=O)(=O)c2cccc3nsnc23)c2ccccc2)CC1 (stereo not drawn),1.2%,-28%,21%,1%,-7%,
Cc1cc(=O)oc2c1c(C)nn2-c1cccc(Cl)c1,i,5%,-2%,-1%,-2%,
CN(Cc1nc2ccccc2c(=O)[nH]1)c1ccccc1,0.1%,0%,9%,-2%,1%,
Cc1nc(NC(=O)C2CCCCC2C(=O)O)sc1C (stereo not drawn),4.9%,2%,-7%,1%,-11%,
O=C(CCn1c(=O)c2cccn2c2cccnc21)N1CCN(c2cccc(Cl)c2)CC1,?,-5%,62%,31µM*,-1%,
Cn1ccnc1-c1nnn(-c2ccc(Cl)c(Cl)c2)n1,1.2%,-10%,74%,96%,-9%,
COCCNC(=S)N(CCc1c(C)[nH]c2ccc(C)cc12)Cc1cc(OC)c(OC)c(OC)c1,7.8%,5%,·,-1%,10%,
COC(=O)c1c(NC(=O)c2cccs2)sc2c1CCCC2,1.4%,0%,9%,-2%,-16%,
Cc1cccc(Cc2nnc(CCC(=O)N3CCCC(CN4CCOCC4)C3)o2)c1 (stereo not drawn),0.7%,5%,2%,-4%,-19%,
O=C(C1CCN(S(=O)(=O)c2cccs2)CC1)N1CCN(c2ccccc2)CC1,2.6%,10%,9%,-1%,-5%,
O=C(C1=C(O)C(=O)N(CCN2CCOCC2)C1c1ccccn1)c1cccs1 (stereo not drawn),0.2%,-2%,1%,-9%,0%,
O=C(Nc1nncs1)c1c(F)c(F)c(F)c(F)c1F,5.8%,2%,21%,1%,-3%,
CC(C)Oc1ccc(CCc2nnc(SCC(=O)O)n2-c2ccccc2)cc1,0.9%,-5%,0%,-2%,-5%,
CCCN(CCC)S(=O)(=O)c1ccc(NS(=O)(=O)c2ccc(F)cc2)cc1,i,-9%,13%,-3%,-9%,
CC(Oc1ccc(Cl)cc1)C(=O)NNC(=S)NC(=O)c1ccco1 (stereo not drawn),>25µM*,9%,i,?,-6%,
CN(C)CCN=Cc1c(O)n(CCC2=CCCCC2)c(=O)[nH]c1=O,3.2%,-5%,27%,-8%,19%,
CC(C)[C@H](NC(=O)c1ccco1)C(=O)OCC(=O)N(C)c1ccccc1,0.4%,1%,-1%,8%,10%,
C/C(=N\NC(=O)c1cccc(C)c1)c1ccc(N2CCOCC2)cc1,0.2%,8%,13%,7%,5%,
COc1ccc(C(=O)N2CCCC(c3nc(-c4cccs4)no3)C2)cc1 (stereo not drawn),0.8%,1%,-8%,1%,-4%,
COc1ccccc1NC=C1C(=O)OC(C)(C)OC1=O,2.2%,3%,-6%,-13%,1%,
COc1ccc(C(=O)NC(=S)NCC2CCCO2)cc1 (stereo not drawn),i,0%,15%,4%,-1%,
CCOC(=O)C(C)Sc1ncc(OC)c(Sc2ccc(Cl)cc2)n1 (stereo not drawn),2.3%,-5%,?,3%,0%,
c1ccc(CSc2nc3ccccc3[nH]2)cc1,1.4%,18%,33%,7%,12%,
COc1ccccc1CNc1ccc(Br)cn1,i,9%,58%,12%,-12%,
Cc1cc(C)c2c(N)c(C(=O)Nc3ccccc3Cl)sc2n1,0.3%,0%,-15%,62%,·,
COn1c(=O)c(-c2ccccc2)[n+]([O-])c2ccccc21,i,-2%,-5%,5%,1%,
Cn1ccnc1Sc1cc(Cl)ccc1[N+](=O)[O-],1.5%,2%,6%,21%,-3%,
O=C(CCC(=O)OCc1ccc(Cl)cc1)Nc1cccc([N+](=O)[O-])c1,i,10%,7%,3%,-88%,
Cc1nc(SCC(=O)c2ccc(F)cc2)c([N+](=O)[O-])[nH]1,0.2%,-4%,27%,-3%,4%,
COc1cc(/C=C/C(=O)c2ccccc2O)cc(OC)c1OC,9.6%,2%,30%,-8%,-2%,
O=C1NCCOC(=O)[C@H](Cc2ccc(F)cc2)CC/C=C/C[C@@H]1CC(=O)N(CCO)Cc1ccccc1,0.2%,·,52%,-5%,-2%,
O=c1[nH]c(=O)n(Cc2ccccc2)c(O)c1C=NCCCn1ccnc1,i,1%,5%,-4%,-13%,
CC1=C(C(=O)NCc2ccc3c(c2)OCO3)C2(CCC(C)CC2)OC1=O (stereo not drawn),9.6%,-1%,·,5%,5%,
CN(C)S(=O)(=O)c1cc(NC(=O)c2ccc(-n3ccnc3)c([N+](=O)[O-])c2)ccc1Cl,i,-2%,-6%,4%,-2%,
O=C(/C=C/c1c(F)cccc1Cl)Nc1ncccn1,7.5%,15%,2%,3%,0%,
CC(C)c1nnc(NC(=O)CCC(=O)Nc2ccc(Cl)cc2)s1,2.7%,8%,-3%,-6%,-2%,
O=C(c1ccc(NC(=O)C2(c3ccccc3)CCCC2)cc1)N1CCOCC1,i,-6%,78%,?,·,
C/C(=N\NC(=O)c1ccc(F)cc1)c1ccc(N2CCOCC2)cc1,3.2%,-2%,0%,-3%,3%,
O=C(NC1CC1)C1=COCCO1,1.0%,-8%,0%,1%,2%,
COc1ccc(NC(=O)CCS(=O)(=O)c2cc3c(cc2Cl)NC(=O)CO3)cc1OC,i,0%,1%,0%,5%,
CCCCC(CC)C(=O)Nc1ccccc1C(=O)NC(C)C (stereo not drawn),0.6%,-9%,-2%,-4%,-3%,
O=C(O)CCC(=O)Nc1ccc(Oc2ncnc3cc(Cl)ccc23)nc1,1.1%,3%,-13%,-3%,·,
CCOC(=O)C1=C(CCl)NC(=O)NC1c1ccc2c(c1)OCO2 (stereo not drawn),?,1%,?,32%,0%,
O=C(CSc1n[nH]c(-c2ccccc2)n1)Nc1ncc(Br)cc1Br,8.0%,-4%,0%,-3%,-15%,
CC(C)OC(=O)NCCOC(=O)Nc1cccc(Cl)c1,0.3%,-5%,23%,-9%,2%,
O=C(NC1=NCCS1)[C@H](Cc1ccccc1)N1C(=O)c2ccccc2C1=O,5.9%,2%,9%,-4%,1%,inhibitors of VEEV 10K pilot screen=0.5
CCOC(=O)N1CCN(C(=O)COC(=O)CNC(=O)c2ccc(Cl)cc2Cl)CC1,0.2%,-7%,-4%,6%,-12%,
CCOc1cc(NCCN2CCOCC2)c([N+](=O)[O-])cc1OCC,2.5%,17%,-26%,-1%,16%,
CCCCC/C=C\C/C=C\C/C=C\C/C=C\CCCC(=O)O,·,0%,0%,2%,·,
O=C(O)CC1=C(O)C(=O)N(c2ccccc2)C1c1ccc(Br)cc1 (stereo not drawn),0.3%,-2%,16%,-6%,-2%,inhibitors of VEEV 10K pilot screen=0.0
CCn1ccnc1CN(C)C(=O)C1CCC(=O)N(CCc2cccc(F)c2)C1 (stereo not drawn),1.0%,-6%,-5%,-3%,18%,
CC1(CCc2ccc3c(c2)OCO3)NC(=O)c2ccccc2N1 (stereo not drawn),2.7%,3%,83%,1%,-8%,
O=C(CCc1ccccc1)Nc1cccc(-c2nnc(-c3ccco3)o2)c1,0.8%,-10%,-9%,-5%,6%,
# (next part)
SMILES,inhibitors of VEEV,PhoP GFP inhibition,M. tuberculosis,H37Rv inhibition,H1N1 NS1A inhibition,others
COc1ccc(CC(=O)OCC(=O)NC2CCCCCC2)cc1OC,1.4%,·,·,·,-12%,
COc1ccc(-n2nc(C(=O)Nc3nc4ccc(OC)cc4s3)c3ccccc3c2=O)c(OC)c1,·,-1%,-5%,6%,·,
COCCn1c(C)cc(C(=O)COC(=O)CCc2ccc(S(=O)(=O)N3CCOCC3)cc2)c1C,0.8%,-5%,1%,-4%,8%,
CC(NC(=O)c1ccc2c(c1)OCCO2)c1ccc(S(N)(=O)=O)cc1 (stereo not drawn),1.6%,5%,15%,-3%,-4%,
Cc1cccc(Cc2cnc(NC(=O)c3ccc(C)o3)s2)c1,7.3%,-3%,?,?,0%,
N#CCSc1ncnc2ccccc12,0.1%,3%,9%,-1%,0%,
CCOCc1nnc(NC(=O)c2ccc(NC(C)=O)cc2)s1,0.8%,9%,3%,-4%,-9%,
C[C@H](NC(=O)C(c1ccccc1)c1ccccc1)c1ccccc1,0.3%,3%,1%,-1%,-1%,
O=C(CN1C(=O)NC2(CCCC2)C1=O)Nc1cc(Cl)ccc1N1CCCC1,5.6%,12%,16%,4%,-12%,

# Compounds above with an aryl methoxy group (twelve):
SMILES,inhibitors of VEEV,PhoP GFP inhibition,M. tuberculosis,H37Rv inhibition,H1N1 NS1A inhibition,others
CNC(=O)C1CCN(S(=O)(=O)c2c(C)noc2/C=C/c2ccc(OC)cc2)CC1,i,-3%,-3%,-9%,26%,inhibitors of VEEV 10K pilot screen=0.6
COc1ccc(CNC(=O)C2CCN(S(=O)(=O)N3CCCCC3)CC2)c(OC)c1,0.5%,-9%,10%,-5%,5%,
COCCNC(=S)N(CCc1c(C)[nH]c2ccc(C)cc12)Cc1cc(OC)c(OC)c(OC)c1,7.8%,5%,·,-1%,10%,
COc1ccc(C(=O)N2CCCC(c3nc(-c4cccs4)no3)C2)cc1 (stereo not drawn),0.8%,1%,-8%,1%,-4%,
COc1ccccc1NC=C1C(=O)OC(C)(C)OC1=O,2.2%,3%,-6%,-13%,1%,
COc1ccc(C(=O)NC(=S)NCC2CCCO2)cc1 (stereo not drawn),i,0%,15%,4%,-1%,
CCOC(=O)C(C)Sc1ncc(OC)c(Sc2ccc(Cl)cc2)n1 (stereo not drawn),2.3%,-5%,?,3%,0%,
COc1ccccc1CNc1ccc(Br)cn1,i,9%,58%,12%,-12%,
COc1cc(/C=C/C(=O)c2ccccc2O)cc(OC)c1OC,9.6%,2%,30%,-8%,-2%,
COc1ccc(NC(=O)CCS(=O)(=O)c2cc3c(cc2Cl)NC(=O)CO3)cc1OC,i,0%,1%,0%,5%,
COc1ccc(CC(=O)OCC(=O)NC2CCCCCC2)cc1OC,1.4%,·,·,·,-12%,
COc1ccc(-n2nc(C(=O)Nc3nc4ccc(OC)cc4s3)c3ccccc3c2=O)c(OC)c1,·,-1%,-5%,6%,·,

# Screening data as filed in PubChem.

# This is a random part of the collection; overall some 1.4% were active at least once.
